Screening data deposited in PubChem by National Center for Advancing Translational Sciences (NCATS).
Epigenetic derep: derepresses silenced GFP reporter in murine cells; murine LDR cells, GFP reporter derepression, 30 h; Potency, µM (doses to about 53.9 µM), without a hit: top-dose GFP activation, most hits filed as activators; 280,000 tested, 0.2% active; note: potency is the fitted concentration of half-maximal effect; % of control where 0% means no effect; nearly all actives have a fitted effect of over 60% in size
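Derepression of a silenced CMV-GFP reporter in murine LDR cells is scored by enumerating GFP-positive cells with a laser-scanning microplate cytometer after 30 hours of treatment at 37 C.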
Luc counter: Kinase-Glo luciferase inhibition (counter-screen); Q27757; Kinase-Glo luciferase, ATP luminescence, 8 min; Potency, µM (doses to about 38.3 µM), without a hit: top-dose activity change, negative = inhibition, actives largely listed as inhibitors; 200,000 tested, 0.28% active; AID 1379; note: potency is the fitted concentration of half-maximal effect; % is set by controls: 0 for no effect and ±100 for the full control effect; nearly all actives have a fitted effect of over 60% in size
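Light output from Kinase-Glo luciferase with luciferin and 10 uM ATP in 50 mM imidazole pH 7.2, KCl, MgCl2, Tween 20, BSA; compound pin-delivered, 8-min ambient incubation, then luminescence read.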
L3MBTL1 inh: inhibitors of human L3MBTL1 | Q9Y468 | AlphaScreen L3MBTL1–H3K9me1 peptide binding | Potency, µM (doses to about 57.1 µM), inactives show top-dose activity, negative = inhibition, usual class: inhibitors | 230,000 tested, 0.66% active | AID 485360; note: potency is the fitted concentration of half-maximal effect; % is set by controls: 0 for no effect and ±100 for the full control effect; nearly all actives have a fitted effect of over 60% in size
Target sequence (Q9Y468 whole entry, looked up): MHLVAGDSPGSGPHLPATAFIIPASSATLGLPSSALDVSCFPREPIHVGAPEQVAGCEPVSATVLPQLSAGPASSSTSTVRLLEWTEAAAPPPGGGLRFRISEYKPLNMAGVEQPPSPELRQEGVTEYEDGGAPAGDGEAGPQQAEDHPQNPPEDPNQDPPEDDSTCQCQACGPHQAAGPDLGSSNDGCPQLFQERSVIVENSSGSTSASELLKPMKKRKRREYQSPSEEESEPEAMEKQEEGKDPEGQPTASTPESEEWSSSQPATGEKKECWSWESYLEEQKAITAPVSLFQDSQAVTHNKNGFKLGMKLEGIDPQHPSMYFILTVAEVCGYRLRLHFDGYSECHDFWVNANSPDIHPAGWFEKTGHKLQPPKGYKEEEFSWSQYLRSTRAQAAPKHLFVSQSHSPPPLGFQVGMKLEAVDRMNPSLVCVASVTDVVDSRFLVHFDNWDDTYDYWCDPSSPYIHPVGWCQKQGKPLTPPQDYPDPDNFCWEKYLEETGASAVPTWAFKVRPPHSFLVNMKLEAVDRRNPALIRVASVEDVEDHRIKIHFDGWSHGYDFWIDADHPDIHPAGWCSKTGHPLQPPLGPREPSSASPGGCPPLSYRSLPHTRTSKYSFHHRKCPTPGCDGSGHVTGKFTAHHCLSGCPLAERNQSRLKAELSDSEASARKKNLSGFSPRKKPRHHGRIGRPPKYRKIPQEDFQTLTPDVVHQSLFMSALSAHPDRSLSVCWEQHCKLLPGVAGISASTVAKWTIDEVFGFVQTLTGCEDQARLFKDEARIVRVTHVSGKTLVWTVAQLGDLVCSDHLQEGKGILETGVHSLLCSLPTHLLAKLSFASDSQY
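L3MBTL1 50 nM + b-AHA-H3(1-15)K9me1 75 nM, 30 min RT; compound added, 30 min RT; streptavidin donor/Ni-chelate acceptor beads 10 ug/mL each final, 30 min RT dark; AlphaScreen read.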
IMPase Li inh: cell-permeable IMPase inhibitors with lithium potentiation; Potency, µM (highest dose often 59.4 µM), without a hit: at the highest dose activity, negative = IMPase inhibition, actives largely listed as inhibitors; 210,000 tested, 0.35% active; CHO-M1 cells, IP1 TR-FRET (IP-One), carbachol + lithium;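 note: IP1 builds up when IMPase is blocked and the TR-FRET signal falls; potency is the fitted concentration of half-maximal effect; plate controls were basal vehicle for no effect and high inhibitor control for full effect; nearly all actives have a fitted effect of over 50% in size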
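Lithium-sensitised IP1 accumulation assay; M1-expressing CHO cells treated 30 min at 37C with compound. Competitive antibody detection by time-resolved FRET followed a 10 min room-temperature lysis step.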
NPSR antag: antagonists of human neuropeptide S receptor cAMP signaling; Potency, µM (highest dose often 38.3 µM), for the others: at the top dose activity change, negative = inhibition, hits mostly inhibitors; Q6W5P4; 220,000 tested, 1% active; CHO-NPSR cells, cAMP TR-FRET, antagonist mode; note: potency is the fitted concentration of half-maximal effect; % is set by controls: 0 for no effect and ±100 for the full control effect; nearly all actives have a fitted effect of over 50% in size; many of its hits are not listed in these tables
HttQ103 aggreg: mutant huntingtin aggregation inhibition; PC12 HttQ103-GFP aggregates, Acumen cytometry, 40 h; AID 1688; Potency, µM (highest dose often 46.1 µM), for inactives: top-dose activity change, negative = inhibition, usual class: inhibitors; 220,000 tested, 1.1% active; note: potency is the fitted concentration of half-maximal effect; % is set by controls: 0 for no effect and ±100 for the full control effect; nearly all actives have a fitted effect of over 60% in size
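PC12 cells stably carrying ecdysone-inducible HTT exon 1 Q103–GFP were induced with tebufenozide (100 nM final) and treated with library compounds in titration. GFP aggregates in lysates were counted by laser scanning cytometry.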
CBFb-RUNX1 inh: CBF-beta/RUNX1 interaction disruption; Q01196+Q13951; AlphaScreen CBFb-His/RUNX1-biotin binding, biochemical; Potency, µM (titrated, usually from 59.8 µM), without a hit: at the highest dose activity, negative = inhibition, usual class: inhibitors; 230,000 tested, under 10 active; note: % of control where 0% means no effect
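Proteins preincubated together for 20 min at RT before compound addition; 15 min later, nickel and streptavidin beads were added and left 90 min prior to AlphaScreen measurement.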
An asterisk follows results filed as active; u = inconclusive; x = not tested or not shown; [ ] = remark or other dose. Calls come from the whole dose curve; as a rule, active = well fitted curve in the direction sought with a large enough effect; inconclusive = small, poorly fitted or top-dose-only effect, or another doubt; inactive = no such curve, though single readings can be large; an effect the other way counts as inactive or inconclusive. Some of the compounds tested. The share of hits here may be higher or lower than overall.

SMILES	Epigenetic derep	Luc counter	L3MBTL1 inh	IMPase Li inh	NPSR antag	HttQ103 aggreg	CBFb-RUNX1 inh
Cc1ccc(/C=N/NC(=O)CCCOc2ccc(Cl)cc2Cl)cc1	0.0%	3%	3%	15%	-5%[46.1 µM]	-8%	-5%
Cc1ccc(NS(=O)(=O)c2cc(C(=O)N3CCN(C)CC3)ccc2C)cc1	-0.8%	-3%	1%	12%[38.3 µM]	-1%[46.1 µM]	-22%	6%
COc1ccccc1N(CC(O)COc1ccccc1)S(=O)(=O)c1ccccc1 (stereo unspecified)	1.1%	1%	0%	13%	-13%	12%	-4%
Cc1ccc2[nH]c3c(c2c1)CN(C(=O)CN1CCN(c2ccccc2F)CC1)CC3	0.8%	1%	0%	17%[38.3 µM]	-22%[46.1 µM]	3%	4%
Cc1ccc(C(=O)N/N=C/C2=Cc3ccccc3OC2C)cc1 (stereo unspecified)	0.0%	-2%	16%	8%	-18%[46.1 µM]	-6%	5%
O=C(NC(=S)Nc1ccccc1Cl)c1csnn1	-1.0%	-2%	21%	2%[38.3 µM]	0%[46.1 µM]	-1%	5%
CC/C(=N\O)c1ccc(O)c(OC)c1	0.0%	0%	4%	-1%[38.3 µM]	0%[46.1 µM]	-16%	4%
COc1ccc(C(=O)NCc2nnc(SCC(=O)Nc3nc4ccccc4s3)o2)cc1	0.0%	1%	0%	8%	13%	6%	-11%
COc1ccc(NC(=O)c2c(NC(=O)CNCc3ccco3)sc3c2CCC3)c(OC)c1	-0.8%	-4%	-3%	34%[activator][38.3 µM]	-20%[46.1 µM]	-11%	-3%
COCc1cc(C)n(CC(=O)Nc2ccccc2OC)c(=O)c1C#N	-1.6%	0%	1%	-16%[38.3 µM]	2%[46.1 µM]	0%	1%
CCN1CCN(S(=O)(=O)CC2(C)C3CCC2(C)C(=O)C3Br)CC1 (stereo unspecified)	-2.9%	1%	0%	-8%	8%	13%	8%
Cc1ccnc(NC(=O)c2ccoc2C)c1	-1.7%	6.3µM*	-2%	-5%	17%	14%	-6%
CC(=O)CCn1c(=O)n(CCC(C)=O)c(=O)n(CCC(C)=O)c1=O	0.0%	-2%	-6%[11.4 µM]	4%	17%	12%	-3%
O=C(O)C1CCCN(S(=O)(=O)c2ccccc2)C1 (stereo unspecified)	4.3%	-1%	20%	3%	10%	x	1%
Cc1nc(CSc2nnc(N)s2)cs1	0.0%	-1%	x	-5%	16%	-13%	-1%
Cc1ccccc1OCC(=O)N/N=C/c1ccc2c(c1)OCCO2	1.9%	-2%	-5%	6%	-15%	-16%	6%
Cn1cc(CN2CCC(C(=O)N3CCCCC3)CC2)c(-c2ccccc2F)n1	-1.9%	2%	6%	11%	-5%	-19%	6%
COc1ccc(/C=N/NC(=O)CCc2c(C)n[nH]c2C)cc1OC	-1.7%	0%	x	35%[38.3 µM]	-9%[46.1 µM]	7%	-15%
CCCCCOc1ccc(NC(=O)CSc2cccc3cccnc23)cc1	u	-1%	-15%	4%	-54%	22%	-1%
O=C1NNC(c2ccccc2)=N/C1=C\c1ccc(Cl)cc1	5.5%	x	-9%	x	17%	-12%[9.22 µM]	-12%
CCCCn1c(=O)[nH]c(=O)c2c1nc(-c1ccccc1F)n2Cc1ccccc1OC	0.0%	-4%	x	3%	-30%	-21%	-2%
c1ccc(-c2nnc(-c3ccccc3)nn2)cc1	-1.0%	x	x	x	0%	21%[9.22 µM]	2%
O=C(NCC1CCCO1)NC12CC3CC(CC(C3)C1)C2 (stereo unspecified)	-1.1%	12%	-10%	-3%[38.3 µM]	8%[46.1 µM]	-9%	-6%
CCOC(=O)CSC1=C(C#N)C(c2sccc2C)C(C(C)=O)=C(C)N1 (stereo unspecified)	-4.5%	-1%	-4%	8%[38.3 µM]	-23%[46.1 µM]	-10%	7%
CCc1c(C)nc(N2CCOCC2)[nH]c1=O	-0.8%	1%	-2%	3%[38.3 µM]	-5%[46.1 µM]	14%	5%
CC(=O)NC(=S)Nc1cccc2ccc(C)nc12	0.0%	x	8%	x	6%	28%[9.22 µM]	3%
Cc1ncoc1C(=O)N1CCc2c([nH]c3ccccc23)C1C(C)(C)C (stereo unspecified)	-0.4%	0%	-16%	-1%	27%	-9%[9.22 µM]	-2%
Cn1c(N)c(N2CCCCC2)c(=O)n(CC(=O)Nc2ccc(Cl)c(Cl)c2)c1=O	-0.9%	-4%	x	9%[38.3 µM]	-14%[46.1 µM]	-8%	-2%
O=C(/C=C/c1ccc2c(c1)OCO2)Nc1nc(-c2ccccc2)cs1	-2.0%	1%	3%	2%[38.3 µM]	-10%[46.1 µM]	u	20%
CCO[C@@H]1OC(C(=O)NCc2nc3ccccc3[nH]2)=C[C@H](C)[C@H]1CCCO	7.7%	x	4%	-12%	-22%	5%[9.22 µM]	1%
CC#CC#Cc1cccc(=O)o1	15%	x	x	x	-51%	22%[9.22 µM]	-2%
O=C(Nc1nnc(CSCc2ccc(F)cc2)s1)c1ccc([N+](=O)[O-])cc1	0.0%	1%	2%	-4%	10%	-14%	5%
O=C(Cc1sc(-c2ccccc2Cl)nc1-c1ccccc1)Nc1ccc(F)cc1	-2.9%	-4%	x	3%[38.3 µM]	-6%[46.1 µM]	8%	3%
O=C(NCCCn1ccnc1)c1nn2c(C(F)(F)F)cc(-c3ccc(Br)cc3)nc2c1Cl	-7.3%	-9%	u	6%	-33%	-15%	2%
O=C1CCCN1c1ccc(S(=O)(=O)N2CCN(c3ccccn3)CC2)cc1	0.0%	-1%	31%	18%[38.3 µM]	-26%[46.1 µM]	-2%	1%
O=C(Cn1nc(-c2ccc(F)cc2)ccc1=O)Nc1ccc(C(=O)NC2CC2)cc1	0.1%	-4%	x	-1%[38.3 µM]	-7%[46.1 µM]	-9%	-1%
Cc1ccc(OCC(=O)Nc2ccc(-c3nnc(-c4ccco4)o3)cc2)cc1	4.6%	-4%	0%	-3%[38.3 µM]	-3%[46.1 µM]	18%	8%
COc1ccc(-c2cc(C(=O)OC3CCOC3=O)c3ccccc3n2)cc1 (stereo unspecified)	2.1%	1%	x	7%[38.3 µM]	-28%[46.1 µM]	-7%	u
Cc1nc(N2CCN(Cc3ccccc3)CC2)nc2c1C(=O)CCC2	-2.0%	11%	29%	-16%	u	u	15%
O=C1C2C3C=CC(CC3)C2C(=O)N1c1nccs1 (stereo unspecified)	-3.0%	-1%	25µM*	-6%	12%	5%	-23%
COc1cc(C(=O)Oc2cccc(C=O)c2)cc(OC)c1OC	0.7%	-4%	x	26%[38.3 µM]	-10%[46.1 µM]	5%	0%
Cc1cccc(Nc2ccccc2C(=O)NCc2ccco2)c1C	-2.7%	-5%	-6%	3%[38.3 µM]	-25%[46.1 µM]	u	-15%
Cn1cccc1Cc1nnc(SCC(=O)Nc2cccc(F)c2)n1CCc1ccccc1	-1.0%	-1%	-10%	14%	-38%	-23%	21%
COC(=O)c1ccc(NC(=O)CN(C)Cc2cccc(F)c2)cc1	1.1%	-3%	x	2%	0%	5%	8%
CSc1cc(/C=N/O)c(SC)s1	5.4%	3%	-2%	-5%	0%[46.1 µM]	13µM*	6%
CCCc1ccc(OCc2ccc(C(=O)NCc3cccnc3)o2)c(OC)c1	-1.1%	-1%	138%[activator]	3%	13%	2%[9.22 µM]	2%
O=C(c1ccc(Cn2c(=S)[nH]c3ccccc3c2=O)cc1)N1CCN(c2ccccn2)CC1	-1.8%	2%	-7%	24%	-11%	8%[9.22 µM]	-17%
O=C(CCc1nnc(-c2ccc3c(c2)OCO3)o1)NC(c1ccccn1)C(F)(F)F (stereo unspecified)	-0.1%	-2%	8%	9%	3%	25%[9.22 µM]	-11%
CCOC(=O)c1c(NC(=O)CSc2nnc(CNc3ccc(C)cc3C)o2)sc(C)c1C	-3.5%	-2%	-2%	11%	-20%[46.1 µM]	6%	-5%
CCN(CC)c1ccc(-c2nn3c(-c4cccnc4)nnc3s2)cc1	0.0%	-1%	56%[activator]	14%[38.3 µM]	u	u	3%

(listing goes on)
SMILES	Epigenetic derep	Luc counter	L3MBTL1 inh	IMPase Li inh	NPSR antag	HttQ103 aggreg	CBFb-RUNX1 inh
CN(C)c1ccnc(-n2cccc2/C=N/OCc2ccccc2)c1C#N	-0.3%	-3%	x	17%[38.3 µM]	-11%[46.1 µM]	1%	-2%
N#CC1=C(N)OC2=C(CCC/C2=C/c2ccoc2)C1c1ccoc1 (stereo unspecified)	5.5%	2%	16µM*	7%[38.3 µM]	-8%[46.1 µM]	1%	u
CCn1cc(C(=O)NCCc2ccccc2)c(=O)c2cc(S(=O)(=O)N3CCCC3)ccc21	1.2%	-1%	x	12%	-49%	-14%	-3%
CC(C)NC(=O)c1nc2ccccc2s1	-1.0%	-1%	18%[11.4 µM]	21%[38.3 µM]	3%[46.1 µM]	-23%	-1%
Cc1sc2ncnc(OCC(=O)N3CCN(S(=O)(=O)c4ccccc4)CC3)c2c1C	0.0%	0%	5%	-2%	-8%[46.1 µM]	u	-5%
O=C(NCC(c1cccs1)N1CCOCC1)c1cc(-c2ccccn2)nc2ccccc12 (stereo unspecified)	0.0%	x	x	x	8%	-12%[9.22 µM]	-5%
O=C(c1ccc(Br)cc1)N1CCCC1	1.5%	-7%	x	-11%[38.3 µM]	-2%[46.1 µM]	17%	-4%
COC(=O)[C@@H](NC(=O)NC1CCCc2ccccc21)C(C)C (stereo partly specified)	-1.0%	-1%	2%	3%[38.3 µM]	-7%[46.1 µM]	-11%	-1%
COc1ccc(S(=O)(=O)N2CCOC2CNC(=O)C(=O)NCc2cccnc2)cc1C (stereo unspecified)	-0.4%	x	x	x	6%	14%[9.22 µM]	1%
O=c1c2c3nc4ccccc4nc3n(/N=C/c3cccs3)c2ncn1-c1ccccc1	1.0%	-2%	x	8%[38.3 µM]	u	1.8µM*	7%
Cc1ccc(C(=O)c2cc([N+](=O)[O-])ccc2N2CCCCC2)cc1	3.0%	-2%	-16%	12%	-29%	1%	-9%
